V1aR counter = V1a receptor agonism, counter-screen for OXTR agonists. activation, % at 3 µM. AID 2797. 0.25% of 320,000 active. P37288. CHO-V1R cells, Fluo-8 calcium fluorescence, agonist mode; 0% DMSO, 100% 3 nM vasopressin;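 active = activation above the mean activation of all tested compounds plus 3 SD, per screening run, cut at about 20% in these data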;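 note: signal is peak over basal fluorescence ratio across a 100 second FLIPR read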
OXTR potentiator = potentiators of human oxytocin receptor; P30559; CHO-OTR cells, Fluo-8 calcium fluorescence, potentiator mode; 0% = oxytocin EC15, 100% = EC100; activation, % at 3 µM; 0.061% of 320,000 active; AID 2445;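 active = activation above that plate's cutoff, the mean activation of tested compounds plus 3 SD, cut at about 6.6% in these data, passing the limit was not always enough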;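 note: 100% uses oxytocin at 75 nM as the full agonist control; some results filed as inactive read as strong as hits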
Target sequence (P30559 whole entry, looked up): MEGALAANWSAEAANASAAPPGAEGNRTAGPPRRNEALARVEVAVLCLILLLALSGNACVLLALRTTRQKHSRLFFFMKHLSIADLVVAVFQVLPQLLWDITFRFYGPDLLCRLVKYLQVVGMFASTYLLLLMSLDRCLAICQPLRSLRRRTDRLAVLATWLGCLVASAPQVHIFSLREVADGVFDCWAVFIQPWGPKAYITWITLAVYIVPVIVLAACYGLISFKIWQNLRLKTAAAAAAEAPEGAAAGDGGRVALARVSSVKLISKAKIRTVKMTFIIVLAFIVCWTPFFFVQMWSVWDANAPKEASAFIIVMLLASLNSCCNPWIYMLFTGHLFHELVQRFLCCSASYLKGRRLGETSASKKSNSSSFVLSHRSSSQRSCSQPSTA
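Dosing: Single dose, 3.0 µM nominal final compound concentration | Material: Human OTR in CHO cells | Technique: Kinetic Fluo-8 calcium fluorescence | Benchmarks: EC15 oxytocin alone as 0%, 75 nM oxytocin as 100% | Probe or stimulus: Oxytocin at about EC15, sub-maximal agonist stimulus | Incubation: Compound 6 min at room temperature before oxytocin, 100 s read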
GPR7 antag = antagonists of human GPR7 (neuropeptides B/W receptor 1); GPR7-expressing cells, fluorescence antagonist assay; inhibition, % at 4.4 µM; 1.1% of 290,000 active; AID 1861; in the data active = inhibition above about 16%, passing the limit was not always enough;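 note: cells stimulated with the agonist NPW; 0% = agonist with vehicle and 100% = vehicle without agonist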
Target sequence (P48145 whole entry, looked up): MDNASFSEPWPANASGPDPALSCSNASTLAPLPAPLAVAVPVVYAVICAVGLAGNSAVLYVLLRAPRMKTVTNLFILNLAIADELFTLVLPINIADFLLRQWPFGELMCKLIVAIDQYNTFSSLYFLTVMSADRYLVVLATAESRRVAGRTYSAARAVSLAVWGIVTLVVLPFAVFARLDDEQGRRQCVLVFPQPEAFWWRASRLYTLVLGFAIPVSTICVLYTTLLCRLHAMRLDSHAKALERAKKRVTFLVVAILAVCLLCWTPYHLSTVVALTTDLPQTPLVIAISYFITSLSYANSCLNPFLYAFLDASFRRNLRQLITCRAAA
CHO-K1 Ca antag = counter-screen for M1 antagonists: effect in parental CHO-K1 cells | ATP-induced calcium, Fluo-8 fluorescence | inhibition, % at 3 µM | 0.6% of 360,000 active | AID 602250;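 active = inhibition above a per-plate cutoff, the plate's mean sample inhibition plus 3 SD, cut at about 24% in these data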;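 note: 0% = DMSO plus EC80 ATP and 100% = DMSO alone without ATP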
CHO parental Ca = counter-screen for OX1R antagonists: effect in parental CHO cells | inhibition, % at 5.6 µM | parental CHO-K1, ATP-induced calcium, Fluo-8 fluorescence | 0.63% of 330,000 active | AID 463079;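 active = inhibition above that plate's mean sample inhibition plus 3 SD, cut at about 26% in these data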;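 note: 0% = ATP-challenged DMSO wells and 100% = DMSO wells without ATP; some compounds past the cut are filed as inactive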
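Test system: parental CHO cells; detection: calcium-sensitive Fluo-8 fluorescence; evaluation: percent inhibition of calcium signal; also added: ATP as calcium-mobilizing challenge; repeats: one well per compound; control set: ATP-challenged DMSO wells low, unchallenged DMSO wells high; compound: single nominal dose of 5.6 µM per compound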
OXTR ag = agonists of human oxytocin receptor; CHO-OTR cells, Fluo-8 calcium fluorescence; normalized: DMSO 0%, oxytocin 100%; activation, % at 3 µM; P30559; AID 2435; 0.32% of 320,000 active;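 active = activation above the mean of all tested compounds plus 3 SD, cutoff set per screening run, cut at about 20% in these data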;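 note: peak over basal fluorescence ratio from a 100 s FLIPR kinetic read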
M1 ag parental = nonselective activator or artifact in parental CHO-K1 cells | 0.48% of 360,000 active | Fluo-8 calcium fluorescence; scaled to maximal ATP response, vehicle zero | AID 602248 | activation, % at 3 µM; in the data active = activation above about 15%;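 note: untransfected CHO-K1 host cells lacking M1 receptor as counterscreen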
M1 PAM parental = M1 PAM counterscreen hit in parental CHO-K1 cells; ATP EC20, Fluo-8 calcium fluorescence; 0% at ATP EC20, 100% at ATP max; activation, % at 3 µM; AID 602247; 0.02% of 360,000 active;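 active = activation above the run cutoff, the mean activation of all test compounds plus 3 SD, cut at about 40% in these data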;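 note: peak over basal fluorescence ratio in a 140 s read after ATP addition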
TAAR1 antag = antagonists of human TAAR1. Q96RJ0. CHO RD-HGA16 TAAR1, Fluo-8 calcium fluorescence, antagonist. inhibition, % at 3 µM. 1.5% of 360,000 active. AID 624466;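 active = inhibition above a per-plate cutoff, the mean inhibition of test compounds on that plate plus 3 SD, cut at about 49% in these data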;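 note: 0% = DMSO plus EC80 beta-PEA response and 100% = DMSO alone without agonist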
Target sequence (Q96RJ0 whole entry, looked up): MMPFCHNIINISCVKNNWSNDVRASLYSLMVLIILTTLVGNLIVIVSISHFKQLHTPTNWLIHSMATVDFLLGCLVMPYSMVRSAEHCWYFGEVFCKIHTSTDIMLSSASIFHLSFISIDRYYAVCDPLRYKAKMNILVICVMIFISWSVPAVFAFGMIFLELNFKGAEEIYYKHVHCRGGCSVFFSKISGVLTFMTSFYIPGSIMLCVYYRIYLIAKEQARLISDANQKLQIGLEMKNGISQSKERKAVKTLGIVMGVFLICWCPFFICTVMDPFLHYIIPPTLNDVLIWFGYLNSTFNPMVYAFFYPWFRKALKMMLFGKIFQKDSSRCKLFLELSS
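test system = CHO RD-HGA16 cells bearing hTAAR1 | replication = singlicate | controls = DMSO-only wells and EC80 β-PEA-stimulated wells | reagent = EC80 β-phenethylamine stimulus | read-out basis = percent inhibition of PEA-evoked calcium signal, max/basal emission ratio | schedule = seeding 17-24 h prior, 75-min 37 °C, 30-min RT dye loading | signal = kinetic Fluo-8 calcium fluorescence measurement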
Numbers without * were called inactive; . = no result given.

SMILES | V1aR counter | OXTR potentiator | GPR7 antag | CHO-K1 Ca antag | CHO parental Ca | OXTR ag | M1 ag parental | M1 PAM parental | TAAR1 antag
Cc1ccc(C)c(OCc2cc(C(=O)NC(C)c3cnn(C)c3)no2)c1 (stereo not drawn) | 1.4 | -9 | 6 | -18 | -20 | 1.1 | 1.2 | 21 | 2
COc1ccc(C(=O)Nc2cnn(Cc3c(F)cccc3Cl)c2)cc1OC | 2.2 | -12 | 3 | -18 | -8 | 7.2 | 2.6 | 8 | -8
CN(c1ccc(C(=O)N2CCOCC2)cc1)S(=O)(=O)c1cccs1 | 0.1 | -7 | -6 | 22 | -6 | 1.2 | 1.1 | -17 | -3
CN(Cc1ccccc1)c1c([N+](=O)[O-])c(=O)n(C)c2ccccc12 | -0.5 | -8 | -12 | -3 | -35 | -2.5 | 1.4 | 12 | -25
CC(C)C#Cc1ccc2c(c1)O[C@@H](CN(C)C(=O)c1cnccn1)[C@@H](C)CN([C@@H](C)CO)S2(=O)=O | . | . | . | -15 | . | . | 1.1 | 11 | -5
COc1ccc(N2CCN(C(=O)CSc3nnc(Cn4nnc5ccccc54)n3C)CC2)cc1 | 1.1 | -5 | 1 | -9 | -15 | 1.3 | 1.1 | 4 | 6
CC(C)C[C@@H](C(=O)NC1CCN(Cc2ccccc2)CC1)N1C(=O)N2CCc3c([nH]c4ccccc34)[C@@]2(C)C1=O | 5.3 | -9 | 21 | 0 | -16 | 5.5 | 1.2 | 7 | 16
COc1ccc(/C=N/NC(=O)c2ccc3c(c2)OCO3)cc1 | 0.4 | -5 | 11 | -3 | -10 | 1.4 | 1.4 | -8 | -2
Cc1ccc(NC(=S)N2CCC(C(N)=O)(N3CCCCC3)CC2)c(C)c1 | 0.0 | -2 | -4 | -18 | 3 | 0.1 | 0.6 | 13 | -19
CCCCc1nnc(SC(C)C(=O)Nc2nccs2)n1C (stereo not drawn) | 1.0 | -4 | 5 | -7 | -5 | -0.3 | 0.6 | 13 | -21
C/C(=N\NC(=O)c1ccn(C)n1)c1ccc(NC(=O)C2CCCC2)cc1 | -0.2 | 1 | -4 | -6 | 1 | 1.1 | 0.8 | -9 | -3
O=C1/C(=C/c2ccc([N+](=O)[O-])cc2)C=C(c2ccccc2)N1c1ccccc1 | 0.8 | -14 | -9 | 10 | -5 | 0.7 | 1.6 | 0 | 11
O=C1NC(=O)C(c2ccccc2)(c2ccc(Cl)cc2Cl)N1 (stereo not drawn) | . | . | . | -13 | . | . | -0.1 | 3 | 2
CCOc1ccc(-n2c(SC(C)C(=O)OC)nc3c(c2=O)SCC3)cc1 (stereo not drawn) | 0.3 | -5 | -14 | -3 | -18 | -1.4 | 0.3 | 4 | 0
CC(C)(C)c1ccc(C(=O)NCCC(=O)N2CCN(c3ncccn3)CC2)cc1 | 0.0 | -5 | -14 | -9 | -24 | -0.1 | 2.5 | 18 | 10
CCCN1CCc2c(sc(NC(=O)c3ccc(S(=O)(=O)N(C)c4ccccc4)cc3)c2C(N)=O)C1 | 14 | -15 | 12 | -1 | 21 | 10 | 8.7 | 3 | .
CSCCC(NS(=O)(=O)c1ccc(Cl)cc1)C(=O)OCC(=O)N1CCOCC1 (stereo not drawn) | -0.3 | -7 | -5 | -6 | -16 | 2.5 | 0.0 | 14 | -5
CN1C2C=C3C(C#N)=C(N)C(C#N)(C#N)[C@@H](c4ccsc4)[C@@H]3C1CC2 (stereo partly drawn) | 2.3 | -10 | -8 | . | -9 | 7.7 | . | . | .
CSc1nsc(SC)c1C(N)=O | 0.1 | 0 | -15 | 4 | -1 | 3.4 | 0.1 | -11 | 6
COc1ccc(OCCCC(=O)Nc2ccc(N3CCOCC3)cc2)cc1 | 3.0 | -9 | 3 | 13 | -2 | 1.3 | -0.1 | -9 | -2
Cc1cc(SCC(=O)N2CCCC2=O)nc2c(C)cccc12 | -0.7 | -4 | . | 7 | -15 | -2.5 | -0.1 | -24 | -21
O=c1[nH]ncc(N2CCCCC2)c1Cl | 1.4 | -2 | -15 | -16 | -9 | 0.8 | 0.7 | 22 | 2
Cc1ccccc1C(=O)Nc1nnc([C@@H]2C[C@H](O)[C@@H](CO)O2)s1 | . | . | . | -13 | . | . | 0.2 | 15 | 4
CCN(CC(=O)NCc1ccc(F)cc1)C(=O)c1ccc(Cl)cc1 | -0.1 | 4 | 0 | -5 | -13 | -1.6 | 0.5 | -1 | 0
Cn1nc(-c2ccccn2)nc2c(=O)n(C)c(=O)nc1-2 | 1.7 | 3 | -29 | 6 | -13 | -0.1 | 2.4 | 7 | -14
COc1ccc2c(c1)c(C(=O)O)c(C)n2CCc1ccc(OC)c(OC)c1 | 11 | -6 | -8 | -9 | -23 | -0.4 | 0.4 | 15 | -13
CC(NC(=O)COC(=O)c1ccc([N+](=O)[O-])s1)c1ccccc1 (stereo not drawn) | 0.4 | -9 | -6 | 1 | -10 | -0.4 | 0.1 | -8 | 0
CS(=O)(=O)c1ccc(C(=O)Nc2nc(-c3ccco3)c(-c3ccco3)s2)cc1 | . | . | . | 2 | . | . | -0.5 | -20 | -8
COc1ccc(Nc2nc(N)nc(CSc3n[nH]c(-c4ccccc4)n3)n2)cc1 | 0.9 | -10 | -18 | 12 | -22 | 0.4 | 1.0 | -8 | -5
CS(=O)(=O)c1ccc(C(=O)Nc2ccc(N3CCOCC3)cc2)c(Cl)c1 | 0.4 | -2 | -5 | 10 | -7 | 0.6 | 0.2 | 4 | 5
O=C(/C=C/c1ccc(F)cc1)NCC1(c2ccccc2)CCOCC1 | -0.8 | -2 | 3 | 4 | -5 | -2.2 | 0.1 | 2 | -17
Cc1ccc(C(=O)c2ccccc2C(=O)OCC(=O)N2CCCC2)cc1 | -0.2 | -6 | . | 2 | -25 | -1.6 | 0.0 | 9 | -9
COC(=O)c1[nH]c2cc(OC)ccc2c1NC(=O)CCN1CCCC(C)(C)C1 | 0.7 | -2 | 0 | -19 | -14 | -0.3 | 0.3 | 16 | -7
COc1cc(/C=C/C(=O)OCC(=O)NCCC2=CCCCC2)cc(OC)c1OC | 0.6 | -1 | . | -4 | -22 | -0.4 | 0.2 | 8 | 2
CCOc1ccccc1C(=O)Nc1nccs1 | 0.5 | 0 | -10 | -2 | -23 | -1.2 | 0.5 | -3 | 4
COc1cnc(-c2ccccc2)nc1Oc1ccccc1C | -0.7 | -8 | 1 | -15 | -24 | -1.2 | 1.6 | 28 | 22
CCC(=O)Nc1nc2ccccc2n1Cc1ccc(C)cc1 | -0.5 | -16 | -1 | 2 | -12 | -2.0 | 0.4 | 22 | 16
COc1ccccc1CNC(=O)c1cc(-c2ccccc2C)n(CC2CC(c3cccc([N+](=O)[O-])c3)=NO2)n1 (stereo not drawn) | 1.0 | -15 | . | -17 | -14 | -0.9 | 1.8 | 5 | 22
CC(C)C(c1nnnn1Cc1ccco1)N1CCN(c2cccc(Cl)c2)CC1 (stereo not drawn) | 1.1 | -15 | 5 | -6 | -15 | -1.4 | 0.2 | 6 | -15
COC(=O)[C@]12CCCCC=C1N(Cc1ccccc1)C(=O)[C@H](CC(=O)NCc1ccc(OC)c(OC)c1)C2 | . | . | . | 6 | . | . | 2.2 | -7 | 13
CCC1CCCCN1CCNC(=O)C1CCN(S(=O)(=O)c2cccc3nsnc23)CC1 (stereo not drawn) | 2.1 | 0 | -15 | -12 | -14 | 1.3 | -0.4 | 14 | -9
COc1ccccc1N(CC(=O)N/N=C(\C)c1ccccc1O)S(=O)(=O)c1ccc(C)cc1 | -0.1 | -14 | -9 | -8 | -11 | -0.4 | 0.3 | 2 | 30
O=C1c2ccccc2C(c2nnnn2-c2ccc3c(c2)OCCO3)N1Cc1cccs1 (stereo not drawn) | . | . | . | -20 | . | . | 0.7 | 4 | -3
Cc1cccc(C)c1NC(=S)NN(Cc1ccccc1)c1ccccc1 | -0.4 | 2 | 15 | -15 | -21 | -2.3 | 0.1 | 19 | 4
COc1cccc2c(=O)n(CC(=O)N3CCc4ccccc43)ccc12 | 0.5 | 2 | -5 | -2 | -8 | -0.3 | 0.6 | 0 | 2

Three structures from above, arranged by count of non-hydrogen atoms, descending:
SMILES | V1aR counter | OXTR potentiator | GPR7 antag | CHO-K1 Ca antag | CHO parental Ca | OXTR ag | M1 ag parental | M1 PAM parental | TAAR1 antag
O=C1c2ccccc2C(c2nnnn2-c2ccc3c(c2)OCCO3)N1Cc1cccs1 (stereo not drawn) | . | . | . | -20 | . | . | 0.7 | 4 | -3
COC(=O)c1[nH]c2cc(OC)ccc2c1NC(=O)CCN1CCCC(C)(C)C1 | 0.7 | -2 | 0 | -19 | -14 | -0.3 | 0.3 | 16 | -7
O=C(/C=C/c1ccc(F)cc1)NCC1(c2ccccc2)CCOCC1 | -0.8 | -2 | 3 | 4 | -5 | -2.2 | 0.1 | 2 | -17

Following part.
SMILES | V1aR counter | OXTR potentiator | GPR7 antag | CHO-K1 Ca antag | CHO parental Ca | OXTR ag | M1 ag parental | M1 PAM parental | TAAR1 antag
CC(=O)c1ccc(NC(=O)C(C)NCc2ccccc2Cl)cc1 (stereo not drawn) | -0.4 | 0 | 7 | -8 | -9 | 0.3 | -0.2 | -14 | -8
Cc1nn(C(C)(C)C)c(OC(=O)c2cccs2)c1Sc1ccccc1 | -0.2 | 2 | -3 | 4 | -20 | 0.0 | -0.5 | -7 | 14
O=C(CSc1ccc(Cl)cc1)Nc1cccc(-c2nc3ccccc3[nH]2)c1 | -0.6 | -5 | 6 | 8 | -6 | -0.1 | 0.0 | -5 | 10
CC1(C(=O)NCc2cccs2)CCN1C(=O)Cc1ccc(Cl)cc1Cl (stereo not drawn) | . | . | . | -10 | . | . | 1.3 | 11 | -16
COC(=O)C1=C/CCCN(C(c2ccccc2)c2ccccc2)/C=C\1C(=O)OC | . | . | . | -6 | . | . | 0.2 | -4 | -33
O=C(CC(NC(=O)c1ccccc1)c1ccccc1)Nc1ccc(F)c(F)c1 (stereo not drawn) | 6.5 | -26 | 6 | -10 | -7 | 4.9 | 8.1 | 20 | 5
CCCCOC(=O)Nc1sc2c(c1C(=O)OC)CCC2 | -0.4 | -4 | -5 | -6 | -15 | -0.9 | 0.1 | -10 | -19
COc1cc(/C=C2/C(=O)NN(c3ccc(F)cc3)C2=O)cc(Cl)c1O | 0.6 | -6 | -6 | -4 | 3 | 1.5 | 0.0 | 3 | -44
CCCCNC(=O)N(c1c(N)n(Cc2ccccc2)c(=O)[nH]c1=O)C1CCCC1 | 0.1 | -9 | -4 | -8 | -14 | -1.1 | 0.5 | 20 | -16
CCOC(=O)C1CCN(C(=O)c2cn(C)c(=O)c3cc(OC)c(OC)cc23)CC1 | -0.3 | -1 | 1 | 8 | 2 | 0.9 | 0.6 | -4 | -6
CCCCOc1ccc(C(=O)Nc2ccc(OCC(=O)N3CCOCC3)cc2)cc1 | 9.6 | -5 | -11 | -7 | -4 | 4.0 | 9.1 | 2 | 10

Compound activity from PubChem.
